aDG glyco up: activators of alpha-DG glycosylation, primary screen, uHTS, Pro5-aDG cells, AlphaScreen; alpha-DG glycosylation AlphaScreen (IIH6); 0% Pro5, 100% B10-LARGE cell signal; activation, % at 10 µM; 0.22% of 360,000 active; AID 624168, 2012;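 active = activation of at least 8% versus controls, or a plate z-score of at least 8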;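 also: Pro5 are CHO cells carrying HIG-tagged alpha-DG that lacks glycosylation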
Vif inh: HIV Vif self-association inhibitors, primary screen, imaging, HEK293T, single point. 0.35% of 340,000 active. HEK293T cells, Vif self-association by quenched fluorescence, 24 h. inhibition, % at 7.49 µM; in the data active = inhibition above about 50%, passing the limit was not always enough; inconclusive = no clear call, values can overlap the other calls; inactive = below about 31%; also: some results filed as inactive read as strong as hits
NR2E3 ag-1: inhibitors of NR2E3-RetCOR corepressor binding, primary screen, NR2E3 agonist project, biochemical, TR-FRET, GST-NR2E3, biotin-RetCOR | 1536-well | 0.12% of 320,000 active | Photoreceptor-specific nuclear receptor (Homo sapiens), Q9Y5X4 | AID 2300, 2010 | inhibition of corepressor binding, % at 4.78 µM;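 active = percent inhibition above the cutoff of mean plus 3 SD of all tested compounds, set per screening campaign, cut at about 20% in these data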;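 also: 0% = DMSO wells and 100% = biotin wells as full block of FRET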
Target sequence (Q9Y5X4 whole entry, looked up): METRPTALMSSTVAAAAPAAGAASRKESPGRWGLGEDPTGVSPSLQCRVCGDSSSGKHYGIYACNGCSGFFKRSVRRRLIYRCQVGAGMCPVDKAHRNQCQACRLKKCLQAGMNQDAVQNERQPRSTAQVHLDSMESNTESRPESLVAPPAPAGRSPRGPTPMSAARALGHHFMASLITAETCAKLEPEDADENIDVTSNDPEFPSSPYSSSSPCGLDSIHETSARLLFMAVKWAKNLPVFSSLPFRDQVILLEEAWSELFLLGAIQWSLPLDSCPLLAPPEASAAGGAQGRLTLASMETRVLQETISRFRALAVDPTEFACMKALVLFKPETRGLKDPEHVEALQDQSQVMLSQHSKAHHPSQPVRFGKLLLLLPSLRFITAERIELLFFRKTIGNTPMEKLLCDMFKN
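Test system – NR2E3–RetCOR corepressor complex · Quantity – NR2E3 fusion 1.35 nM · Buffer or medium – Tris pH 7.5 · Incubation – Compound–protein incubation for 5 h at 4 °C · Technique – TR-FRET, Eu(K)-anti-GST donor, streptavidin-D2 acceptor, ex 340, em 617/671 nm · Evaluation – percent inhibition of 671/617 nm emission ratio versus biotin and DMSO controls · Plate – 1536-well format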
PDI turbidity: inhibitors of human PDI, primary screen, biochemical, turbidity, single point, plate reader. Protein disulfide-isomerase (Homo sapiens), P07237. PDI insulin aggregation turbidity, A650, 90 min. inhibition, % at 10 µM. 0.052% of 350,000 active. AID 588391, 2011;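 active = mean inhibition across replicates of 30% or more, whatever share of single replicates reach that level; inconclusive = mean inhibition below 30% while every single replicate reaches 30%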;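 also: absorbance from insulin aggregation driven by PDI reduction with DTT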
Target sequence (P07237 whole entry, looked up): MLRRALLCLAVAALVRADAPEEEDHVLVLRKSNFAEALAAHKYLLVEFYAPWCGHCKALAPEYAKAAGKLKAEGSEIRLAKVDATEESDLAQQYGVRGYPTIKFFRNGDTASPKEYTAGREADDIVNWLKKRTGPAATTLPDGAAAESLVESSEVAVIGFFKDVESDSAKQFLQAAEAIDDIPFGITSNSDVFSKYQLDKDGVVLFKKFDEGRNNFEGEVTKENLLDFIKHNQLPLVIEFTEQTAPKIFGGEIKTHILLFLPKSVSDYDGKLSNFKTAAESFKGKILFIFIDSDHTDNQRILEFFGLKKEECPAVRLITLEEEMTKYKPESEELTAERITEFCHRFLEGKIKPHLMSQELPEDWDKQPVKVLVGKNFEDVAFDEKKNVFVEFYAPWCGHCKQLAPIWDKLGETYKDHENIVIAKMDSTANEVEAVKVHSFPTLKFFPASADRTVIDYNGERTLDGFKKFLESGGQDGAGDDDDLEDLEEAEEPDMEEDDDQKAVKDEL
hiPSC survival: enhancers of single-cell hiPSC survival, primary screen, ATPlite luminescence | 100% = ROCK inhibitor wells, 0% = DMSO | survival enhancement, % at 20 µM | 0.044% of 360,000 active | AID 602274, 2012; in the data active = survival enhancement above about 18%;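 also: cells exposed to compounds for 16 hours before the ATP read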
CaV13 FRET inh: Primary screen for inhibitors of IQ motif and Ca2+-dependent inactivation inhibitor domain binding in CACNA1D, Förster resonance energy transfer in living cells, …. HEK cells, CFP/YFP FRET ICDI-IQ, plate reader, 10 min; percent FRET-ratio fall versus neutral wells. inhibition, % at 12.3 µM. 0.098% of 340,000 active. AID 743397;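 active = mean replicate inhibition of at least 30% and at least 1% of replicates passing that level; inconclusive = only one of the two criteria is met; inactive = neither criterion is met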;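 also: 0% = median of the neutral control wells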
NR2E3 ag-2: NR2E3 agonists in two-hybrid cells, primary screen, cell-based, luminescence, CHO-S, Gal4-NCOR/VP16-NR2E3; Photoreceptor-specific nuclear receptor (Homo sapiens), Q9Y5X4; luciferase; inhibition of corepressor binding, % at 3.98 µM; 0.35% of 360,000 active; AID 602229, 2012;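 active = inhibition above the mean of all tested compounds plus 3 SD, cut at about 70% in these data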;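 also: 0% = DMSO with NR2E3 transfected cells and 100% = cells lacking NR2E3 construct; higher means lower luciferase signal from less NR2E3 corepressor binding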
Granule exo inh: LAMP-1 surface exposure blockers, TALL-104 cells – cell-based, flow cytometry, MLPCN library, primary screen. TALL-104 LAMP-1 surface exposure; cells stimulated with thapsigargin and PMA. inhibition, % at 10 µM. 0.66% of 360,000 active;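 active = inhibition above about 55%, limit read from the data; inconclusive = no clear call, values can overlap the other calls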
HIF-2a inh: HIF-2a reporter inhibitors, primary screen, luminescence, 786-0 RCC cells. 786-0 RCC cells HIF-2a reporter, luciferase luminescence, overnight. inhibition, % at 18.8 µM. 0.72% of 360,000 active;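 active = inhibition of the luminescence signal of 40% or more relative to plate controls, in a single-dose primary screen at 18.75 µM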
MITF TRPM1 inh: inhibitors of MITF-dependent TRPM1 promoter reporter, primary screen, cell-based, SK-MEL-5, single point, luciferase | inhibition, % at 12.5 µM | 0.83% of 330,000 active | SK-MEL-5 TRPM1 promoter luciferase, 24 h;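 active = mean inhibition across replicates of 60% or more, whatever share of single replicates reaches that level; inconclusive = some that reach 60%, reason not given; inactive = mean inhibition across replicates below 60%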; also: values of inactives mirror those of a sister screen read the other way
Peg3 prom inh: Peg3 promoter-driven luciferase inhibitors, primary screen, cell-based, HeLa, luciferase luminescence. AID 588405, 2011. HeLa PEG-Prom luciferase reporter, overnight. inhibition, % at 20 µM. 1.7% of 360,000 active;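 active = inhibition of at least 50% at 20 µM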
The depositor's hits bear a star; ? = inconclusive; / = no result given.

1. C/C(=N\NC(=O)c1c[nH]c2ccccc12)c1ccc2c(c1)OCO2
2. CN1CCC(N(C)C(=O)c2cccc(S(=O)(=O)N3CCOCC3)c2)CC1
3. NC1=NC(=O)C(CC(=O)NCc2ccccc2)S1 (stereo not given)
4. O=C(O)c1c[nH]c2c([N+](=O)[O-])cccc2c1=O
5. CCN(CC)CCNC(=O)c1cc([N+](=O)[O-])c(N(C)C)cc1OC
6. CC(=O)c1cccc(OCc2cc(C(=O)NCCC3=CCCCC3)no2)c1
7. CCN1CCN(CC(=O)Nc2nc3ccc(C)cc3s2)CC1
8. COc1ccc(NS(=O)(=O)c2ccc3c(c2)oc(=O)n3C)cc1Cl

Screen / compound no.	1	2	3	4	5	6	7	8
aDG glyco up	0.0	0.0	0.0	-0.2	-0.1	0.3	0.1	-0.2
Vif inh	-2	13	2	-1	-4	-3	-2	-12
NR2E3 ag-1	2	-2	0	/	-1	-2	1	1
PDI turbidity	-11	11	-11	3	-1	-6	-3	1
hiPSC survival	-1.4	-0.4	0.7	-0.7	0.7	-0.5	-0.3	-0.3
CaV13 FRET inh	1	-2	-5	-5	-3	-4	-3	-13
NR2E3 ag-2	-35	-11	19	1	-13	-148	-22	38
Granule exo inh	-6	21	1	-24	-5	10	3	8
HIF-2a inh	-206	5	15	7	9	-253	-18	20
MITF TRPM1 inh	-25	/	1	11	1	-80	4	/
Peg3 prom inh	-131	-9	-13	12	1	-331	-34	43

9. O=C(CSc1nnc(CN2CCCCCC2=O)n1-c1ccccn1)NCC(F)(F)F
10. COc1ccc(-c2csc(Nc3ccccc3)[n+]2CC(O)c2ccc([N+](=O)[O-])cc2)cc1 (stereo not given)
11. Cc1ccc(S(=O)(=O)NNC(=S)NC(=O)c2ccc([N+](=O)[O-])cc2)cc1
12. Cc1ccc(-n2nc(-c3ccco3)cc2C(=O)O)cc1
13. FC(F)(F)c1nc2ccccc2c2nc3ccccc3n12
14. O=C(COc1cc2oc(=O)c3c(c2cc1Cl)CCC3)Nc1cccnc1
15. Cc1[nH]c2ccccc2c1/C=N/NC(=O)Cc1cccs1
16. O=C(C[C@@H]1C/C=C/CC[C@@H](Cc2ccc(F)cc2)C(=O)OC[C@H](Cc2ccccc2)NC1=O)N[C@H](CO)Cc1ccccc1

Screen / compound no.	9	10	11	12	13	14	15	16
aDG glyco up	-0.1	-0.3	1.5	0.0	-0.1	1.0	-0.3	1.5
Vif inh	-8	2	5	11	-3	3	4	-2
NR2E3 ag-1	-3	-3	0	1	-3	1	-3	/
PDI turbidity	8	-4	0	2	0	-13	-2	0
hiPSC survival	-1.6	0.0	2.8	-0.3	-3.4	0.2	0.8	-1.6
CaV13 FRET inh	-14	0	-4	-5	-8	-2	-3	-11
NR2E3 ag-2	-19	-19	10	-21	-24	4	-24	-41
Granule exo inh	-2	6	0	5	13	-1	1	-4
HIF-2a inh	16	-32	16	1	-70	-69	-2	3
MITF TRPM1 inh	15	6	18	-3	9	-51	-2	2
Peg3 prom inh	-1	3	1	4	-28	-138	-10	55*

17. Cc1cc(=O)n2c3ccccc3n(CC(O)CN3CCOCC3)c2c1C#N (stereo not given)
18. CC1Cc2ccccc2N1C(=O)CSc1nn2c(=O)c(C(C)(C)C)nnc2s1 (stereo not given)
19. Cc1cccc(NC(=O)COc2coc(CN3CCc4ccccc4C3)cc2=O)c1
20. Oc1c(C(c2ccc(F)cc2)N2CCc3ccccc3C2)sc2ncnn12 (stereo not given)
21. CCOc1ccc(CCNC(=O)C2CCN(S(=O)(=O)CC)CC2)cc1OCC
22. CC(=O)Nc1ccccc1NC(=O)C/C(C)=N/NC(=O)c1ccccn1
23. CCCC(=O)Nc1c(C(=O)OCC)oc2ccccc12
24. CC(C(=O)NCCCc1ccccc1)n1cccc1C(=O)c1ccccc1 (stereo not given)

Screen / compound no.	17	18	19	20	21	22	23	24
aDG glyco up	-0.1	-0.1	0.0	0.4	0.0	0.1	0.0	0.5
Vif inh	0	-2	-2	-10	25	11	-1	18
NR2E3 ag-1	-1	-2	5	0	-5	4	0	2
PDI turbidity	1	5	-4	/	-1	-5	5	4
hiPSC survival	0.0	0.1	0.2	-1.1	1.0	-0.3	-0.4	0.2
CaV13 FRET inh	5	-6	-1	-5	/	4	-7	-7
NR2E3 ag-2	-5	-10	-48	-11	3	-122	-2	-7
Granule exo inh	0	-1	7	3	0	-4	2	-1
HIF-2a inh	10	0	-4	9	7	-13	7	18
MITF TRPM1 inh	-1	6	5	10	-2	3	-7	4
Peg3 prom inh	12	34	-5	18	3	-9	6	5

25. CCc1c(C(=O)NNC(=S)Nc2ccc(S(=O)(=O)Nc3ncccn3)cc2)csc1C
26. COc1cc2c(cc1OC)CN(S(=O)(=O)c1cccs1)CC2
27. Cc1cc(S(=O)(=O)N2CCN(CC(=O)NC(C)(C#N)C3CC3)CC2)ccc1Br (stereo not given)
28. O=c1[nH][nH]c(C(F)(F)F)c1C=Nc1ccccc1Cl
29. O=S(=O)(Nc1ccc(Cc2ccncc2)cc1)c1ccc(Br)cc1
30. C=CCC1(CC=C)CCCN1C(=O)c1cc(COc2ccc(F)c(F)c2)on1
31. CCOC(=O)C1(Cc2cccc(OC)c2)CCN(Cc2cccc(OC)c2OC)CC1
32. N/N=C(\c1ccccc1)C12CN3CN(CN(C3)C1)C2

Screen / compound no.	25	26	27	28	29	30	31	32
aDG glyco up	-0.3	0.5	0.2	-0.2	1.6	-0.1	1.4	-0.2
Vif inh	-4	1	-9	14	7	-7	-2	1
NR2E3 ag-1	-2	-4	/	0	-4	-3	-1	5
PDI turbidity	0	-3	-1	-2	-3	2	0	23
hiPSC survival	-0.4	-0.6	-0.5	-2.2	0.8	-0.6	-0.6	-2.1
CaV13 FRET inh	/	-3	-4	-5	-7	-6	2	3
NR2E3 ag-2	-5	-12	2	1	39	-7	-17	-4
Granule exo inh	-4	3	-4	1	-2	1	3	-1
HIF-2a inh	17	19	-1	23	0	12	5	11
MITF TRPM1 inh	-5	-2	-10	-3	15	10	2	3
Peg3 prom inh	8	12	17	-3	27	12	10	11

33. Cc1cc2cc(C(c3nnnn3Cc3ccco3)N3CCc4ccccc4C3)c(=O)[nH]c2cc1C (stereo not given)
34. CCc1cc(=O)oc2cc(OCC(=O)N(CC)CC)c(Cl)cc12
35. COc1ccc(OC)c(NC(=O)C(=O)N/N=C(\C)CC(=O)Nc2ccc(Cl)cn2)c1
36. C#CCNC(=O)C1=C[C@@H](c2ccccc2)C[C@@H](OCc2ccc(CO)cc2)O1
37. CC(C)CC1(C2CCCC2)NC(=O)NC1=O (stereo not given)
38. Cc1ccc(S(=O)(=O)NN=Cc2c(O)ccc3ccccc23)cc1
39. Cc1c(C)n2c(SCC(=O)NC3CCCC3)nnc2[nH]c1=O
40. COc1ccc(-c2csc(NC(=S)NC(=O)c3cc4ccccc4o3)n2)cc1Br

Screen / compound no.	33	34	35	36	37	38	39	40
aDG glyco up	3.2	0.0	-0.2	0.0	-0.1	-0.1	-0.2	-0.1
Vif inh	4	7	-3	3	0	8	-10	14
NR2E3 ag-1	3	-4	3	5	/	/	-4	-2
PDI turbidity	12	/	2	12	-18	9	-1	-6
hiPSC survival	0.3	0.1	-0.4	4.1	-0.4	2.4	0.9	-0.3
CaV13 FRET inh	/	-2	-4	-10	-10	-6	-6	-3
NR2E3 ag-2	-3	9	4	-32	-46	-22	4	-23
Granule exo inh	-3	-2	0	-27	5	-6	0	-1
HIF-2a inh	14	-20	-2	-2	5	15	14	-27
MITF TRPM1 inh	6	0	1	-5	5	/	2	-2
Peg3 prom inh	3	-5	-7	-9	1	16	6	-66

41. CC(c1ccccc1)N1C(=O)c2ccc(C(=O)NCc3ccco3)cc2C1=O (stereo not given)
42. Cc1cccc(C)c1-n1nnnc1C(C)(C)N1CCN(N=O)CC1
43. O=S(=O)(c1cccs1)N1CCC(CO)(Cc2ccc(Cl)cc2)CC1
44. O=C(COc1ccc(S(=O)(=O)N2CCCC2)cc1)N1CCCCC1
45. Cc1ccc(NC(=O)C(C)OC(=O)c2nc(Cl)ccc2Cl)cc1S(=O)(=O)N1CCOCC1 (stereo not given)
46. CC(C)NC(=O)Cn1c(SCC(=O)c2ccc(F)cc2)nc2ccccc21
47. COc1cc2c(cc1OC)C(C)N(CC(=O)Nc1ccc(S(=O)(=O)N3CCCC3)cc1)CC2 (stereo not given)
48. CC(=O)Nc1ccccc1/C=C/c1ccc2c(C)ccc(O)c2n1
49. O=C(O)c1ccc2cccnc2c1O

Screen / compound no.	41	42	43	44	45	46	47	48	49
aDG glyco up	-0.1	-0.1	0.1	-0.1	-0.1	0.4	-0.5	0.0	-0.1
Vif inh	-8	14	-1	9	21	10	-2	0	1
NR2E3 ag-1	/	-3	0	-2	/	2	0	0	1
PDI turbidity	6	-2	-1	4	2	-6	?	9	3
hiPSC survival	0.6	-0.3	0.7	-0.1	-0.5	4.0	-0.2	-1.2	0.6
CaV13 FRET inh	-2	-5	-17	-4	-6	-5	-4	-3	-1
NR2E3 ag-2	-10	-10	4	-8	-24	-8	1	-54	-10
Granule exo inh	0	4	12	-11	0	1	-1	-9	0
HIF-2a inh	16	14	20	7	16	-1	8	-20	6
MITF TRPM1 inh	-17	5	3	7	12	0	20	-9	5
Peg3 prom inh	6	10	26	0	20	0	5	-51	20

Whole records, looked up by structure. Values in the order: aDG glyco up | Vif inh | NR2E3 ag-1 | PDI turbidity | hiPSC survival | CaV13 FRET inh | NR2E3 ag-2 | Granule exo inh | HIF-2a inh | MITF TRPM1 inh | Peg3 prom inh
`Cc1ccc(S(=O)(=O)NNC(=S)NC(=O)c2ccc([N+](=O)[O-])cc2)cc1` as listed: 1.5 | 5 | 0 | 0 | 2.8 | -4 | 10 | 0 | 16 | 18 | 1
`Cc1ccc(NC(=O)C(C)OC(=O)c2nc(Cl)ccc2Cl)cc1S(=O)(=O)N1CCOCC1` (stereo not given) as listed: -0.1 | 21 | / | 2 | -0.5 | -6 | -24 | 0 | 16 | 12 | 20
`CC(C(=O)NCCCc1ccccc1)n1cccc1C(=O)c1ccccc1` (stereo not given) as listed: 0.5 | 18 | 2 | 4 | 0.2 | -7 | -7 | -1 | 18 | 4 | 5

High-throughput results as filed in PubChem.
